Bioassay records (PubChem)
KCNQ1 inh = inhibitors of human KCNQ1 channel, primary screen, cell-based, thallium flux, high-throughput. B-score at 10 µM. CHO-K1 KCNQ1, FluxOR thallium flux fluorescence; stronger effect = higher value. AID 2642, 2010. 310,000 compounds, 1.3% hits. Potassium voltage-gated channel subfamily KQT member 1 (Homo sapiens), P51787;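 active = compounds whose thallium flux B-score, printed positive for inhibition, exceeds three library SD while starting fluorescence stays within three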;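 also: channel opened by potassium depolarization with thallium stimulus after 20 min compound exposure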
KCNQ1 act = potentiators or activators of KCNQ1 channel, primary screen, cell-based, thallium flux, high-throughput. Potassium voltage-gated channel subfamily KQT member 1 (Homo sapiens), P51787. CHO-K1 KCNQ1, thallium flux FluxOR fluorescence; stronger effect = higher value. AID 2648, 2010. 310,000 compounds, 0.35% hits. B-score at 10 µM;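 active = fluorescence ratio B-score, a plate-corrected score, at least three library SD, with initial intensity B-score within 5 SD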
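Assay system: CHO-K1 cells stably expressing KCNQ1. Medium: assay buffer for compound exposure, DMSO matched across wells. Timing: 37 °C overnight plating, 90-min dark dye load, 20-min compound pretreatment. Signal: kinetic FluxOR fluorescence, 10 s baseline plus 110 s post-stimulus.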
TMEM16A act = TMEM16A chloride channel activators or potentiators, primary screen, cell-based, HTS; Anoctamin-1 (Mus musculus), Q8BHY3; B-score at 10 µM; HEK293 TMEM16A/YFP-H148Q/I152L, iodide quench fluorescence; stronger effect = lower value; 340,000 compounds, 0.3% hits;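 active = fluorescence-ratio B-score plate-corrected deviation score at least 3 library SD below zero, with starting fluorescence score within 5 deviations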;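 also: channel opened by trigger with iodide after compound preincubation; score built on the fluorescence ratio of max minus min over baseline; more negative score means more quench and so TMEM16A activation or potentiation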
Target sequence (Q8BHY3 whole entry, looked up): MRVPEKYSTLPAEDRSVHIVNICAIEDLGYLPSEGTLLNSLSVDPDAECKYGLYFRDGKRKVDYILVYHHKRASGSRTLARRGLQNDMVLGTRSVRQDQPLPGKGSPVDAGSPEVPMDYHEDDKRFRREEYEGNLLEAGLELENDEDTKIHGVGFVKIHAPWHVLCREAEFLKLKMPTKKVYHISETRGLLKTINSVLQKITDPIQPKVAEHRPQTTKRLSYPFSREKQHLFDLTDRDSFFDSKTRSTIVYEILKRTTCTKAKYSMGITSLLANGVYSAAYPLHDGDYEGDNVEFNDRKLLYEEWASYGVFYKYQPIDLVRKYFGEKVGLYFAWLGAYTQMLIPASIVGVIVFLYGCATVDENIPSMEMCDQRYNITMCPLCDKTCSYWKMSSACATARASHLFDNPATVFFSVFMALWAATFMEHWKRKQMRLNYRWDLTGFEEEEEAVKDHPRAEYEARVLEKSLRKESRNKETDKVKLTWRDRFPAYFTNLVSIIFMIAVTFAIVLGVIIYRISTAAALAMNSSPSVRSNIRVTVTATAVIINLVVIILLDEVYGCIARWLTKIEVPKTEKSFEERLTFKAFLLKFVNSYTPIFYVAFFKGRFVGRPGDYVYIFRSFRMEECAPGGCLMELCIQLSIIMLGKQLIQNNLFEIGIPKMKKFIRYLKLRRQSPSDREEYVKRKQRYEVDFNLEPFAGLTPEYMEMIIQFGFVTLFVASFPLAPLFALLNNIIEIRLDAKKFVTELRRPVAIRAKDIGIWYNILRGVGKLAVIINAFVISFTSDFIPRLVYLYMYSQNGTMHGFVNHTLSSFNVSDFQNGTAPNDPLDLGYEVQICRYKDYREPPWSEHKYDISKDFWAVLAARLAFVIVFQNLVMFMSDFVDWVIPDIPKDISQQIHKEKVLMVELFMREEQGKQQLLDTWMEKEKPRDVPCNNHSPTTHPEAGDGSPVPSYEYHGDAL
HDAC3 inh = HDAC3 deacetylase inhibitors, primary screen, biochemical, fluorescence, cell-free homogeneous | inhibition, % at 8.3 µM | 320,000 compounds, 0.15% hits | recombinant HDAC3, fluorogenic peptide/trypsin coupled | Histone deacetylase 3 (Homo sapiens), O15379; in the data active = inhibition above about 26%, passing the limit was not always enough
ANO1 block = TMEM16A chloride channel inhibitors, primary screen, cell-based, HTS | Anoctamin-1 (Mus musculus), Q8BHY3 | HEK293 TMEM16A/YFP iodide influx fluorescence, ionomycin | normalized B-score (activity score, 25-100; higher = stronger inhibition) at 10 µM | 310,000 compounds, 1.2% hits;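 active = ratio plate-corrected score three or more library SD toward inhibition, starting fluorescence score within five deviations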;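 also: score derived from kinetic fluorescence span divided by baseline fluorescence per well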
hERG rescue = hERG rescue from dofetilide block, primary screen, cell-based, CHO-hERG, FluxOR thallium flux, dofetilide IC70; Voltage-gated inwardly rectifying potassium channel KCNH2 (Homo sapiens), Q12809; dofetilide IC70 present; activation (rescue from dofetilide block), less the hit threshold, % at 10 µM; 310,000 compounds, 0.51% hits; AID 1511, 2009;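 active = activation above the mean of controls blocked by dofetilide plus 5 SD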;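 also: thallium influx through hERG after potassium depolarization seen as dye fluorescence rise; in these data hits start at about 4.7%; inactives centre near -7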
TRPC4 agonist = activators of mouse TRPC4 channel, primary screen, Fluo4 calcium, HEK293 TRPC4beta/mu-opioid cells; Short transient receptor potential channel 4 (Mus musculus), Q9QUQ5; 310,000 compounds, 0.49% hits; Fluo4 calcium fluorescence; stronger effect = higher value; B-score at 10 µM; AID 2237, 2010;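 active = B-score above 5 SD of library B-scores, and initial fluorescence ratio not above library mean plus 5 SD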;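 also: positive B-score marks a calcium rise read as TRPC4 activation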
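Assay system: HEK293 stable line with TRPC4beta plus mu-opioid receptor; schedule: 45 min room-temperature Fluo4 loading, 110 s read; technique: kinetic Fluo4 calcium fluorescence; evaluation: integrated baseline-normalised fluorescence ratio, converted to per-well B score; controls: buffer (low) and maximal DAMGO (high)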
KCNK3 inh = human KCNK3 channel inhibitors, primary screen, CHO cells, FluxOR thallium flux, B-score; Potassium channel subfamily K member 3 (Homo sapiens), O14649; FluxOR fluorescence; stronger effect = lower value; B-score at 10 µM; 340,000 compounds, 0.84% hits; AID 602410, 2012;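 active = B-score under library mean minus 4 SD, starting fluorescence ratio at most library mean plus 5 SD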;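 also: more negative B-score means stronger inhibition of thallium flux through KCNK3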
TRPC4 PAM = positive allosteric modulators of TRPC4, primary screen, cell-based, mouse TRPC4beta, HEK293 mu-opioid, Fluo-4 calcium; Short transient receptor potential channel 4 (Mus musculus), Q9QUQ5; DAMGO EC20, Fluo-4 Ca2+ flux; stronger effect = higher value; B-score at 10 µM; 310,000 compounds, 0.42% hits; AID 2227, 2009;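 active = B-score of calcium response area above 5 SD of library B-scores, with initial fluorescence ratio within 5 SD of library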;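 also: B-score of integrated fluorescence ratio over time as area under calcium response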
KCNK9 block = KCNK9 potassium channel inhibitors, primary screen, HEK293 cells, thallium flux. FluxOR thallium flux fluorescence; stronger effect = lower value. B-score at 10 µM. 310,000 compounds, 1.2% hits. AID 488922, 2010;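 active = ratio B-score over 3 SD below the library mean, with starting fluorescence within 5 SD of its mean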;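 also: negative B-score means less thallium flux so channel inhibition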
DYRK1A inh = rat Dyrk1A kinase inhibitors, primary screen, biochemical, single point, plate reader. inhibition, % at 12.5 µM. Dual specificity tyrosine-phosphorylation-regulated kinase 1A (Rattus norvegicus), Q63470. AID 504441, 2011. 310,000 compounds, 0.43% hits. ADP-Glo luminescence, NFATc1 peptide; in the data active = inhibition above about 50%;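 also: plate controls were vehicle with enzyme for no effect and no enzyme for full effect; many of its hits are not listed in these tables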
* = called active by the depositor; i = inactive; . = no result given.

SMILES	KCNQ1 inh	KCNQ1 act	TMEM16A act	HDAC3 inh	ANO1 block	hERG rescue	TRPC4 agonist	KCNK3 inh	TRPC4 PAM	KCNK9 block	DYRK1A inh
C/C=C/COC(=O)c1[nH]c2c(c1C)C(=O)CC(c1ccco1)C2 (configuration not stated)	i	i	i	0	i	-1	i	i	i	i	-5
CCN(c1ccc(OC)cc1)S(=O)(=O)c1nnc(NC(=O)C2CCCCC2)s1	i	i	i	7	i	-3	i	i	i	i	3
Cc1ccc2cc(/C=N/NC(=O)[C@H](C)NC(=O)OC(C)(C)C)c(Cl)nc2c1	i	i	i	1	i	-8	i	i	i	i	3
Cc1ccccc1OCC(=O)N(Cc1cccc(F)c1)C1CCS(=O)(=O)C1 (configuration not stated)	i	i	i	8	i	-10	i	i	i	i	-14
COc1ccc(/C=C/C(=O)Nc2cccnc2)cc1OC	i	i	i	-5	i	-8	i	i	i	i	2
CC(=O)Nc1ccc(NC(=O)CSc2nnc(NC(=O)c3ccc(Br)o3)s2)cc1	i	i	i	4	i	-11	i	i	i	i	-1
CC(C)(C)CC(=O)Nc1nnc(SCC(=O)NC2CCCC2)s1	i	i	i	-2	i	-6	i	i	i	i	-4
O=CN1CCN(C(=O)c2cc3cc(Cl)ccc3[nH]2)CC1	i	i	i	-2	i	-13	i	i	i	i	5
CN1CCN(C(=O)c2ccc(-c3cccs3)s2)CC1	i	i	i	-88	i	-8	i	i	i	i	6
O=C(NC1CCCC1)C1CCN(C(=O)Nc2cccc(Cl)c2)CC1	i	i	i	1	i	-1	i	i	i	i	-5
Cc1nnc(SCC(=O)Nc2ccc3c(c2)OCO3)s1	i	i	i	.	.	-9	i	i	i	i	-2
CCc1ccc(C(=O)COC(=O)CNC(=O)c2ccco2)cc1	i	i	i	1	i	-9	i	i	i	i	-8
CCN(CC)CCSc1nc2ccc(OC)cc2[nH]1	i	i	i	.	i	-4	124*	i	i	i	0
O=C(O)c1cc(NCc2ccccc2C(F)(F)F)ccc1N1CCOCC1	i	i	i	2	i	-4	i	i	i	i	-4
COc1cccc(CNC(=O)C2CCN(S(=O)(=O)c3cccs3)CC2)c1	i	i	i	4	i	-12	i	i	i	i	-8
CCOc1ccc(OCC)c(S(=O)(=O)NCc2ccccn2)c1	i	i	i	-1	i	-7	i	i	i	i	-2
COc1ccc(OCC(O)CN2CCN(c3ncccn3)CC2)cc1 (configuration not stated)	i	i	i	2	i	-7	i	i	i	i	1
C/C(=N\NC(=S)NCc1ccccc1)c1ccc(C)o1	i	i	i	9	i	-9	i	i	i	i	11
COc1ccc(-n2nnc3c(=O)n(CC(=O)N4CCCC4)cnc32)cc1	i	i	i	-6	i	-11	i	i	i	i	-2
CCCCCn1c(C)c2c(OCC)cccc(=O)c2c1C	i	i	i	3	i	-19	i	i	i	i	24
CCOC(=O)c1ccc(NC2=CC(=O)C(=O)c3ccccc32)cc1	i	i	i	-2	i	1	i	i	i	i	-1
COc1ccc(CNC(=O)C2CSC(=O)C2)cc1 (configuration not stated)	i	i	i	-1	i	-6	i	i	i	i	-3
Cc1cc(N2CCOCC2)nc(-c2ccc(Br)cc2)n1	i	i	i	-1	i	-11	i	i	i	i	-1
CCn1c(O)c(C=Nc2ccccc2)n(-c2ccccc2)c1=S	i	i	i	-1	i	-5	i	i	i	i	-2
CN(C)c1nc(N)c([N+](=O)[O-])c(NCC2CCCO2)n1 (configuration not stated)	i	i	i	-5	i	-5	i	i	i	i	-3
Cc1c(N(C)S(=O)(=O)c2cccc(C(=O)NC(C)C)c2)c(=O)n(-c2ccccc2)n1C	i	i	i	1	i	-8	i	i	i	i	2
CC(NC(=O)c1cccnc1)C(=O)N1CCCCC1 (configuration not stated)	i	i	i	4	i	-11	i	i	i	i	0
Cc1nnc(SCC(=O)Nc2ccc(S(=O)(=O)N3CCCCC3)cc2)s1	i	i	i	-7	i	-7	i	i	i	i	1
COc1ccc(/C=N/NC(=O)CN2CCN(Cc3ccccc3)CC2)cc1Br	i	i	i	0	i	-9	i	i	i	i	3
CCCOc1ccc(C(=O)CCC(=O)OCC(=O)N2CC(=O)Nc3ccccc32)cc1	i	i	i	-9	i	-6	i	i	i	i	2
O=C(NCc1ccccc1)c1onc(CSc2ccccc2)c1C(=O)NCc1ccccc1	i	i	i	0	i	-8	i	i	i	i	-5
CNS(=O)(=O)c1cc(NC(C)=O)c(C)cc1C	i	i	i	-3	i	-10	i	i	i	i	4
OCCc1c[nH]c2ccc(OCc3ccccc3)cc12	i	i	i	-5	i	-6	i	i	i	i	.
CC(C)(C)n1nnnc1C(c1ccc(Cl)cc1)N(Cc1cccnc1)Cc1ccco1 (configuration not stated)	6*	i	i	5	i	-10	i	-10*	42*	-14*	-1
CC(C)C(NC(=O)c1ccc2c(c1)OCCO2)c1nc2ccccc2[nH]1 (configuration not stated)	i	i	i	0	i	-6	i	i	i	i	0
O=C(CCl)N(c1ccccc1)C1CCCCC1	i	i	i	1	i	-16	i	i	i	i	-5
COC(=O)c1sccc1-n1cccc1C(=O)C(=O)N1CC(C)OC(C)C1 (configuration not stated)	i	i	i	3	i	-5	i	i	i	i	-8
CCN(CC)CCN1C(=O)C(=O)/C(=C(/O)c2ccc(F)cc2)C1c1cccnc1 (configuration not stated)	i	i	i	1	i	-5	i	i	i	i	-5
COc1cccc(C(=O)NCC2CCCN(C(=O)c3ccc(C=O)cc3)C2)c1OC (configuration not stated)	i	i	i	-2	i	-10	i	i	i	i	.
Cc1cc(C)n(CC(O)Cn2cnc3c2c(=O)n(C)c(=O)n3C)n1 (configuration not stated)	i	i	i	2	i	-18	i	i	i	i	-2
COCC(=O)Nc1c(C(=O)Nc2ccc3c(c2)OCCO3)oc2ccccc12	i	i	i	4	i	-1	i	i	i	i	.
CC(C)c1c(C(=O)N/N=C/c2cccs2)nnn1-c1nonc1N	i	i	i	11	i	-5	i	i	i	i	.
CCOC(=O)COc1ccc(CCNC(C)=O)cc1	i	i	i	2	i	-1	i	i	i	i	1
Cc1ccc(C)c(-n2c(Cc3cccs3)n[nH]c2=S)c1	i	i	i	12	i	-8	i	i	i	i	0
OC(CN1CCOCC1)Cn1c2c(c3ccccc31)CCCC2 (configuration not stated)	i	i	i	-7	i	-1	i	i	i	i	4

An excerpt from above in order of heavy-atom count, highest first.
SMILES	KCNQ1 inh	KCNQ1 act	TMEM16A act	HDAC3 inh	ANO1 block	hERG rescue	TRPC4 agonist	KCNK3 inh	TRPC4 PAM	KCNK9 block	DYRK1A inh
O=C(NCc1ccccc1)c1onc(CSc2ccccc2)c1C(=O)NCc1ccccc1	i	i	i	0	i	-8	i	i	i	i	-5
CC(C)(C)n1nnnc1C(c1ccc(Cl)cc1)N(Cc1cccnc1)Cc1ccco1 (configuration not stated)	6*	i	i	5	i	-10	i	-10*	42*	-14*	-1
COc1cccc(C(=O)NCC2CCCN(C(=O)c3ccc(C=O)cc3)C2)c1OC (configuration not stated)	i	i	i	-2	i	-10	i	i	i	i	.
CCN(CC)CCN1C(=O)C(=O)/C(=C(/O)c2ccc(F)cc2)C1c1cccnc1 (configuration not stated)	i	i	i	1	i	-5	i	i	i	i	-5
COCC(=O)Nc1c(C(=O)Nc2ccc3c(c2)OCCO3)oc2ccccc12	i	i	i	4	i	-1	i	i	i	i	.
COC(=O)c1sccc1-n1cccc1C(=O)C(=O)N1CC(C)OC(C)C1 (configuration not stated)	i	i	i	3	i	-5	i	i	i	i	-8
CC(C)c1c(C(=O)N/N=C/c2cccs2)nnn1-c1nonc1N	i	i	i	11	i	-5	i	i	i	i	.
OC(CN1CCOCC1)Cn1c2c(c3ccccc31)CCCC2 (configuration not stated)	i	i	i	-7	i	-1	i	i	i	i	4
OCCc1c[nH]c2ccc(OCc3ccccc3)cc12	i	i	i	-5	i	-6	i	i	i	i	.
CCOC(=O)COc1ccc(CCNC(C)=O)cc1	i	i	i	2	i	-1	i	i	i	i	1
CNS(=O)(=O)c1cc(NC(C)=O)c(C)cc1C	i	i	i	-3	i	-10	i	i	i	i	4

Going on with the list:
SMILES	KCNQ1 inh	KCNQ1 act	TMEM16A act	HDAC3 inh	ANO1 block	hERG rescue	TRPC4 agonist	KCNK3 inh	TRPC4 PAM	KCNK9 block	DYRK1A inh
Cc1ccc(CCNC(=O)CCNS(=O)(=O)c2ccc3c(c2)oc(=O)n3C)cc1	i	i	i	-1	i	-14	i	i	i	i	0
COc1ccc(N(CC(=O)NC2CCCCC2)C(=O)CCCC(=O)Nc2ccccn2)cc1	i	i	i	4	i	-10	i	i	i	i	-4
c1ccc(Cn2c(-c3cncs3)nc3ccccc32)cc1	i	i	i	-2	i	-12	i	i	i	i	21
CCN(CC)C(=O)N1CCC(NC(=O)Cc2ccccc2)CC1	i	i	i	0	i	-8	i	i	i	i	-4
COc1ccc(-c2cc(=O)oc(-c3cccc(C)c3)n2)cc1	i	i	i	1	i	-8	i	i	i	i	.
COc1ccc2cc(CCNS(=O)(=O)c3c(C)cc(C)cc3C)c(=O)[nH]c2c1	i	i	i	-1	i	-6	i	i	i	i	-1
Oc1ccc(NCc2cccc(OCc3ccccc3)c2)cc1	i	i	i	1	25*	-26	i	i	i	i	0
CCOCCOC(=O)c1cccc2c1-c1ccccc1C2=O	i	i	i	-1	i	-2	i	i	i	i	23

Printed as active in KCNK9 block (from the list above):
Compound	KCNQ1 inh	KCNQ1 act	TMEM16A act	HDAC3 inh	KCNK3 inh	TRPC4 PAM	KCNK9 block	DYRK1A inh
CC(C)(C)n1nnnc1C(c1ccc(Cl)cc1)N(Cc1cccnc1)Cc1ccco1 (configuration not stated)	6*	i	i	5	-10*	42*	-14*	-1

Some of the compounds tested; count on the stated rates, not on these rows.
